Screening data (PubChem BioAssay)
OX1R antagonist: human HCRTR1 antagonism. O43613. CHO/OX1R cells, Fluo-8 calcium fluorescence, orexin A. inhibition, % at 5 µM. hit rate 0.43% among 330,000. AID 434989;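 active means inhibition above its plate's threshold, mean inhibition of all tested compounds on the plate plus 3 SD, cut at about 37% in these data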;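 further: 0% = orexin A challenge wells and 100% = SB-334867-A antagonist wells; not every result past the cut was called active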
Target sequence (O43613 whole entry, looked up): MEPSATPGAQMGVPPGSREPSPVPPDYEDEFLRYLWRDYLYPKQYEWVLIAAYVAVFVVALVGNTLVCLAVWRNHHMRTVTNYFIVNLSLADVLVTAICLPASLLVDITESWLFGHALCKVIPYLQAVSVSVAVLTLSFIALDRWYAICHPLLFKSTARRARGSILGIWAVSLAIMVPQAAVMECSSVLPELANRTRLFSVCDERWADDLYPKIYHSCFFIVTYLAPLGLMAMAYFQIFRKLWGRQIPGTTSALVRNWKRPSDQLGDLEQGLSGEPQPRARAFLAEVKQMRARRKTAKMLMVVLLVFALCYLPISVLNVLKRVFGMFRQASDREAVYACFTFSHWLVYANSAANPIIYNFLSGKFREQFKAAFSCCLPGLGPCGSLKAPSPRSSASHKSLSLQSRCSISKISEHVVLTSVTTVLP
CHT PAM: allosteric activators of human choline transporter CHT; Q9GZV3; CHT-expressing cells, membrane potential dye, choline EC20; stronger effect = higher value; LV-AA mutant CHT in HEK293 cells; B-score at 10 µM; hit rate 0.49% among 310,000; AID 488977;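 active means initial fluorescence not abnormally high and integrated response B-score, plate-corrected, over 3 SD above library mean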
Target sequence (Q9GZV3 whole entry, looked up): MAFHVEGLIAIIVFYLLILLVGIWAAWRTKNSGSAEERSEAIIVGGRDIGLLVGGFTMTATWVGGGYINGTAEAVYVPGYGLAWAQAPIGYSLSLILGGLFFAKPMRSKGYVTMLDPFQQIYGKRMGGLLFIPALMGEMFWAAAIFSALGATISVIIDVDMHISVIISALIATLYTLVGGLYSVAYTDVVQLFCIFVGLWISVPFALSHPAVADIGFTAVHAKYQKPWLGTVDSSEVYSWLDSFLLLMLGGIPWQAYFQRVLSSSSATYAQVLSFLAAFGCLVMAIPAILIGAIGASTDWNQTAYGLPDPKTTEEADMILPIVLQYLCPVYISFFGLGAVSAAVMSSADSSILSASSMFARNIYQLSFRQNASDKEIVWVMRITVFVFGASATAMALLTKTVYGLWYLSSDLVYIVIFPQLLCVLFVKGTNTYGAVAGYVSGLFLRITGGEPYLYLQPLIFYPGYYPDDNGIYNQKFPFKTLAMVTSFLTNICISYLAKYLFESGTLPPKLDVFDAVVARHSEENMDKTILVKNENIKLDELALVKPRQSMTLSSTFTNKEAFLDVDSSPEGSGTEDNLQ
Starred values were filed as active, the others as inactive; i = inactive; x = no result given.

cpd	compound	OX1R antagonist	CHT PAM
1	Cc1cc2ncn(S(=O)(=O)N(C)C)c2cc1C	5	i
2	CC(C)CNS(=O)(=O)c1ccc(CCC(=O)N2CCN(c3ccc(F)cc3)CC2)cc1	-9	i
3	CCCN1C(=O)/C(=C/c2c(NCCCOC(C)C)nc3c(C)cccn3c2=O)SC1=S	-7	i
4	O=C(Cn1c(=O)c2ccccc2n(CC(=O)N2CCCCC2)c1=O)N1CCCCC1	-14	i
5	CCc1ccc(S(=O)(=O)NC(=S)NC2CCCCC2)cc1	-10	i
6	O=C(CSc1ccccc1)NCCc1ccccc1	-14	i
7	CN(C)CCCN1C(=O)c2cccc3c(Br)ccc(c23)C1=O	-27	i
8	CCc1ccc2nc(NC(=O)C3CCN(c4ncnc5sc(C)c(C)c45)CC3)sc2c1	-34	x
9	CC(=O)CCC(=O)N1CCCC(CNC(=O)c2ccc(-c3ccccc3)cc2)C1 (configuration not stated)	-22	i
10	O=S(=O)(c1cccc(Cl)c1)N1CCSc2ccccc21	-5	x
11	CN(C[C@H](Cc1ccccc1)N(C[C@H](Cc1ccccc1)N(CCC(C)(C)C)N=O)N=O)N=O	-16	i
12	COCC(=O)N/N=C(\C)CC(=O)NCc1ccco1	-18	i
13	COc1ccc(-n2c(=O)c3c4c(sc3n(CC(N)=O)c2=O)CCCCC4)cc1	-3	i
14	CCCCNC(=O)CCc1c(C)nc2c(c(C)nn2-c2ccccc2)c1C	x	i
15	COc1cc(/C=C(\C#N)c2nc3ccc(C)cc3[nH]2)c([N+](=O)[O-])cc1OC	-31	i
16	CCC1CN(C(=O)NCc2cccc(OC)c2)c2ccccc2O1 (configuration not stated)	x	i
17	O=C(COC(=O)CCC(=O)c1cccs1)Nc1cc(S(=O)(=O)N2CCOCC2)ccc1Cl	-6	i
18	N#Cc1cccc(S(=O)(=O)NCC(=O)NCCCc2ccccc2)c1	-4	i
19	CCN(CC)C(=O)COc1coc(CN2CCN(c3ccccc3)CC2)cc1=O	-4	i
20	Cc1cccc(C(=O)NC2CCN(S(=O)(=O)c3ccccc3F)CC2)c1	-21	i
21	CCN(CC)CCn1c(NC(=O)c2ccccc2O)nc2ccccc21	-39	i
22	CN(C(=O)CSCC(=O)Nc1ccc(Cl)cc1)C1CCCCC1	-25	x
23	CCOC(=O)c1cc2c(ccn2C)n1CC(=O)N1CCN(c2ccccc2)CC1	-30	i
24	O=C1c2cccc([N+](=O)[O-])c2C(=O)N1CCO	5	i
25	Cc1ccc(C)n1-c1ccc(C(=O)N2CCOCC2)cc1	-6	i
26	O=C(CC(=O)N/N=C/c1ccc(C(=O)O)cc1)NCCc1ccccc1	-9	i
27	Cc1[nH]c2ccccc2c1C(C#N)(C#N)C1C(=O)c2ccccc2C1=O	-12	i
28	O=C(CN1C(=O)COc2ccccc21)NCCC1=CCCCC1	4	i
29	O=c1[nH]c2c(Br)cnc([N+](=O)[O-])c2[nH]1	-10	i
30	COc1ccc(NC(=O)CNC(=O)Cn2cnc3sc4c(c3c2=O)CCCC4)cc1OC	-4	i
31	CCC(C(=O)NC1CCCCC1)n1c(SCc2ccccc2F)nc2ccncc21 (configuration not stated)	-40	i
32	COc1ccccc1NC(=S)NC(C)C(c1cccs1)N1CCOCC1 (configuration not stated)	-14	i
33	CN(C(=O)CSc1nnc(-c2ccncc2)n1Cc1ccccc1)C1CCS(=O)(=O)C1 (configuration not stated)	-7	i
34	CCc1cc2c(N=Nc3c(O)[nH]c4ccccc34)ncnc2s1	2	i
35	COc1cc(OC)cc(-c2nc3ccccc3c(=O)n2NC(=O)c2cccnc2Cl)c1	-19	i
36	CCS(=O)(=O)CCSc1nc(C)cc(C)c1C#N	-10	i
37	CC1(C)CC(CC(=O)Nc2ccccn2)C(=O)O1 (configuration not stated)	1	i
38	O=[N+]([O-])c1cc(CN2CCN(c3ccccc3)CC2)c(O)c2ncccc12	-10	i
39	N#CCOC(=O)c1sccc1-n1cccc1	-9	i
40	O=C(NCc1ccc(F)cc1)C1CCN(S(=O)(=O)c2ccc3c(c2)OCCCO3)CC1	-20	i
41	Cc1nc2ccc(S(=O)(=O)NCC(=O)NCCN3CCCCC3C)cc2s1 (configuration not stated)	-21	i
42	Cc1ccc(Cn2cc(/C=C/C(=O)O)c(-c3ccccc3)n2)cc1	-5	i
43	CCOC(=O)/C(N=Nc1sc(C(=O)OCC)c(C)c1C(=O)OCC)=C(\C)O	-4	i
44	COc1ccc(C2=NN(C(=O)CCC(=O)O)C(c3ccccc3OC)C2)cc1 (configuration not stated)	-7	i
45	CC(=O)c1ccc(N2CCN(C(=O)c3ccc(Br)cc3)CC2)c(F)c1	-9	i
46	COc1cccc(CC2(CO)CCCN(Cc3c(C)cc(C)cc3-n3cccn3)C2)c1 (configuration not stated)	-34	i
47	Cc1cc(Br)ccc1NC(=O)CN(C)C(=O)CSCc1ccccc1	-23	i
48	CCCCN(C(=O)c1cccc(S(=O)(=O)N2CCCC2)c1)c1c(N)n(CCC)c(=O)[nH]c1=O	-10	x

Some of these compounds in order of the OX1R antagonist value, lowest first.
cpd | SMILES | OX1R antagonist
46 | COc1cccc(CC2(CO)CCCN(Cc3c(C)cc(C)cc3-n3cccn3)C2)c1 (configuration not stated) | -34
47 | Cc1cc(Br)ccc1NC(=O)CN(C)C(=O)CSCc1ccccc1 | -23
48 | CCCCN(C(=O)c1cccc(S(=O)(=O)N2CCCC2)c1)c1c(N)n(CCC)c(=O)[nH]c1=O | -10

(next part)
cpd	compound	OX1R antagonist	CHT PAM
49	CCOC(=O)c1cc2ccccc2n1CCN(CC)CC	-42	i
50	CCOC(=O)C(NC(C)=O)(OCc1ccccc1)C(F)(F)F (configuration not stated)	8	i
51	O=C(CSCc1ccccc1)Nc1ccc(F)cc1F	-13	i
52	COc1ccc(C(CNC(=O)C(C)(C)Oc2ccc(Cl)cc2)N2CCCCC2)cc1 (configuration not stated)	-22	i
53	COc1ccc(OC)c(NS(=O)(=O)c2ccc(N3CCCC3=O)cc2)c1	-8	9.1*
54	CCC(C)c1ccc(NS(=O)(=O)c2c(C)[nH]c(=O)[nH]c2=O)cc1 (configuration not stated)	-4	i
55	CCCCN=c1sc(C(=O)OC)cc(=O)n1CCCC	-10	i
56	CCn1c2ccc(OC)cc2c2nc3ccccc3nc21	-14	i
57	CCC(C)[C@H](NC(=O)Nc1ccc2c(c1)OCCO2)C(=O)OC (some centres not stated)	4	i
58	CCC(=O)Nc1ccc2c(c1)nc(CCN1CCN(c3ccccn3)CC1)n2C	x	i
59	Cc1ccc(N2CCCC2=O)cc1S(=O)(=O)N1CCOCC1	-5	i
60	O=C(COC(=O)COc1cccc(Br)c1)NCc1ccc2c(c1)OCO2	-11	x
61	CC(/C=C/c1ccc2c(c1)OCO2)=N/NC(=O)c1cccnc1	-11	i
62	COc1ccc([C@@H]2C[C@H](c3ccccc3)Oc3cc(OC)c(OC)c(OC)c32)cc1	-23	i
63	Cc1csc(NC(=O)c2cncc(Br)c2)n1	-13	i
64	O=C(Nc1nc(-c2ccco2)c(-c2ccco2)s1)C1CCC1	-19	i
65	O=C(OCC(O)COC(=O)c1cccnc1)c1cccnc1	-10	i
66	COc1ccc(NC(=O)CSc2nnc(C)n2C2CCCCC2)cc1	4	i
67	CCN(c1cccc(C)c1)S(=O)(=O)c1cn(CC(=O)OC)c2ccc([N+](=O)[O-])cc12	-6	i
68	O=C(CN1C(=O)NC2(CCCc3ccccc32)C1=O)Nc1cccc(S(=O)(=O)N2CCCCC2)c1 (configuration not stated)	-27	i
69	CC1=C(C(=O)OC2CCCCC2)C(c2ccccc2)NC(=O)N1 (configuration not stated)	-44	i
70	O=C(COc1ccccc1)Nc1ccc(CSc2ccccc2)cc1	16	i
71	CC(C)N(CC(O)COc1ccc(CC(N)=O)cc1)CC(O)COc1ccc(CC(N)=O)cc1 (configuration not stated)	-7	i
72	COc1ccc(C2NC(=O)c3ccccc3O2)cc1OC (configuration not stated)	-11	i
73	CCCn1c(SC/C(O)=C(\C#N)c2nc3ccccc3[nH]2)n[nH]c1=O	-19	i
74	O=C(CSc1ccc(-c2ccccn2)nn1)NCc1ccccc1	-14	i
75	O=C(COc1ccc(S(=O)(=O)N2CCCC2)cc1Cl)Nc1ccc2c(c1)OCO2	-7	i
76	COc1ccc(C(=O)Nc2ccc(O)c3ccccc23)cc1	6	i
77	COCCn1c(SCC(=O)Nc2sccc2C(N)=O)nnc1-c1ccncc1	-16	i
78	CC(=O)[C@@H]1[C@@H]2C(=O)N(Cc3ccccc3)C(=O)[C@@H]2C2c3ccccc3C=CN21 (some centres not stated)	-8	i
79	CCOC(=O)CN1NC2(CCCC(C)C2)NC1=S (configuration not stated)	-3	i
80	O=C(Cc1cccs1)Nc1nnc(SCc2ccc(C(F)(F)F)cc2)s1	-1	i

Continued; it opens with the two that closed the last part.
cpd	compound	OX1R antagonist	CHT PAM
79	CCOC(=O)CN1NC2(CCCC(C)C2)NC1=S (configuration not stated)	-3	i
80	O=C(Cc1cccs1)Nc1nnc(SCc2ccc(C(F)(F)F)cc2)s1	-1	i
81	O=C(Nc1ccc(S(=O)(=O)Nc2ccnn2-c2ccccc2)cc1)C(F)(F)F	0	i
82	COCCNC(=O)c1cc(-c2ccncc2)nc2ccc(S(=O)(=O)N3CCOCC3)cc12	2	i
83	COc1ccc([N+](=O)[O-])cc1NS(=O)(=O)c1ccc(C)cc1	-9	i
84	C=C(C)CSc1nnc(CCNC(=O)OC(C)(C)C)o1	19	i
85	O=[N+]([O-])c1cccc(C2(O)COc3ccccc3O2)c1 (configuration not stated)	7	i
86	O=C(Nc1ccc(Cl)cc1)C1=Cc2cc(Cl)ccc2OC1	3	i
87	Cc1nn(C(C)C(=O)Nc2ccccc2Cl)c(=O)c2nn(-c3ccccc3)c(C)c12 (configuration not stated)	-34	i
88	CCOC(=O)C1=C(C)NC(C)=C(C(=O)OCC)C1c1ccccc1/C=C/C(=O)OC(C)(C)C	-57	i
89	CCn1c(SCC(=O)Nc2ncc(C(F)(F)F)cc2Cl)nnc1-c1ccccc1	-11	i
90	CC(=O)OCC(=O)[C@@]1(O)CC[C@H]2[C@@H]3CCC4=CC(=O)CC[C@]4(C)[C@H]3C(=O)C[C@@]21C	-9	i
91	CCOC(=O)/C(C#N)=C\c1ccco1	-7	i
92	Cc1nc2scc(-c3cccs3)c2c(=O)n1CC(=O)O	-20	i
93	CCS(=O)(=O)N1CCN(C(=O)C(c2ccccc2)c2ccccc2)CC1	-6	i
94	COc1cccc(C2CC(c3ccccc3Cl)n3ncnc3N2)c1 (configuration not stated)	-27	i
95	CC1=CC(C)(C)NC(=S)N1C(C)c1ccccc1 (configuration not stated)	-5	i
96	O=C(O)c1ccccc1-n1c(-c2ccccc2)cc2c1CCCC2=O	-8	i
97	N#Cc1c(-c2ccccc2F)cc(-c2cccnc2)nc1N	-2	i
98	Cn1c(SCC(=O)N2c3ccccc3Sc3ccccc32)nc2ccccc21	-1	i
99	CCCn1nc(C(=O)Nc2nnc(C3CC3)s2)c2ccccc2c1=O	-28	x
100	CCC(=O)Nc1cc(OC)c(NC(=O)c2ccccc2)cc1OC	-14	i
101	COC(=O)c1sc(N)c(C(=O)OC)c1COC(=O)CNS(=O)(=O)c1cccc(C#N)c1	-21	i
102	C=CCNc1nnc(SC2CC(=O)N(c3ccc(OCCC)cc3)C2=O)s1 (configuration not stated)	-7	i
103	O=C(c1nc2ccc(Cl)cn2c1CN1CCC(O)CC1)N1CCc2ccccc2C1	-28	i
104	Cc1ccc(NC(=O)CC(NCC2CCCO2)C(=O)O)cc1C (configuration not stated)	-7	i
105	CCN1CCN(CCC2Oc3cc([N+](=O)[O-])ccc3NC2=O)CC1 (configuration not stated)	-10	i
106	O=C(CCSc1ccccc1)NC(=O)COC(=O)c1ccc(OC(F)F)cc1	-18	i
107	Oc1ccccc1C1=NN(c2ccccc2)C(c2ccc(F)cc2)C1 (configuration not stated)	x	i
108	COCC(C)NC(=O)c1nn(Cc2ccccc2)c(=O)c2ccccc12 (configuration not stated)	-18	i
109	Cc1csc(Nc2ccc(Cl)cc2)[n+]1-c1ccc(Cl)cc1	-34	i
110	Nc1nnnn1N=C1CCCCC1	-6	i
111	Cn1c(CSCc2ccccc2)nnc1SCC(=O)Nc1ccc(C(=O)O)cc1	-20	i
112	CCCC(C)NC(=O)COc1ccc(Sc2ccc(OCC(=O)NC(C)CCC)cc2)cc1 (configuration not stated)	-14	i
113	CCCn1nc(C(=O)Nc2ccc3c(c2)OCCO3)c2ccccc2c1=O	-29	x
114	COc1ccc(N2Cc3ccccc3/C2=N\C(=O)Nc2ccccc2)cc1	-2	i
115	COc1cccc(CN(C(=O)c2cnccn2)C(C(=O)NC2CCCCC2)c2cc(OC)c(OC)c(OC)c2)c1 (configuration not stated)	-18	i
116	Cc1nn(CC(=O)Nc2ccc3c(c2)nc2n3CCN(C3CCCCC3)C2)c(=O)c2ccccc12	-12	i

Laid out differently: three of the compounds above.
#113 CCCn1nc(C(=O)Nc2ccc3c(c2)OCCO3)c2ccccc2c1=O
  OX1R antagonist = -29 | CHT PAM = x

#114 COc1ccc(N2Cc3ccccc3/C2=N\C(=O)Nc2ccccc2)cc1
  OX1R antagonist = -2 | CHT PAM = i

#115 COc1cccc(CN(C(=O)c2cnccn2)C(C(=O)NC2CCCCC2)c2cc(OC)c(OC)c(OC)c2)c1 (configuration not stated)
  OX1R antagonist = -18 | CHT PAM = i
